DAX1 inh-1 – blocks DAX1 repression of SF-1 activated StAR promoter; HEK293T StAR-luciferase reporter, SF-1/DAX-1 repression relief; inhibition, % at 6.8 µM; 370,000 tested, 1.1% active; AID 652010;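 active = inhibition above the mean over all tested compounds plus 3 SD, cut at about 3.6% in these data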;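 also: 0% = DAX-1 cells with DMSO and 100% = cells lacking DAX-1 with DMSO; higher inhibition means more luminescence from relief of DAX-1 repression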
hcDAF12 agonist – activates DAF-12 receptor from parasite H. contortus | HEK293 hcDAF-12 lit1-tk-luc reporter, luminescence; 0% DMSO, 100% Δ7-dafachronic acid | activation, % at 6.8 µM | 370,000 tested, 1.4% active;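 active = activation above the mean of all tested compounds plus 3 SD, cut at about 5.5% in these data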;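 also: 100% = response to 3 µM Δ7-dafachronic acid high control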
PLCb3 inh – blocks human PLC-beta3 enzyme activity; Purified PLC-beta3, fluorogenic substrate, fluorescence; inhibition, % at 12.2 µM; 370,000 tested, 0.18% active; AID 720704; in the data active = inhibition above about 11%;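 also: 0% = median of compound wells on plate and 100% = full blocker control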
ssDAF12 agonist – S. stercoralis DAF-12 activation, primary screen. 370,000 tested, 1% active. HEK293 ssDAF-12/GRIP1 lit1-tk-luc reporter, luminescence; % of 3 µM dafachronic acid response. activation, % at 6.8 µM;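 active = activation above the mean over all tested compounds plus 3 SD, cut at about 0.9% in these data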;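 also: 0% = DMSO-only wells and 100% = 3 µM delta7-dafachronic acid wells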
hgDAF12 agonist – hgDAF-12 agonism, primary luciferase screen. 370,000 tested, 1.8% active. activation, % at 6.8 µM. HEK293 GAL4-hgDAF12 UAS-luciferase reporter, agonist luminescence; normalized to butyrate control;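 active = activation above a cutoff set at the mean of all screened compounds plus 3 SD, cut at about 10% in these data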;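 also: 0% = DMSO wells and 100% = sodium butyrate wells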
ADAM10 inh – ADAM10 inhibition, QFRET primary screen; recombinant ADAM10, EDANS/DABCYL FRET peptide cleavage, 3 h; O14672; 370,000 tested, 0.62% active; inhibition, % at 7 µM;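 active = inhibition above a per-campaign cutoff equal to the mean of compounds falling between control-based bounds plus 3 SD, cut at about 20% in these data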;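 also: 0% = DMSO wells while the 100% control is not disclosed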
HGIII-sPLA2 inh – Blocks human group III sPLA2 activity. AID 743126. Q9NZ20. QFRET BODIPY PC-A2 liposome hydrolysis, fluorescence. 370,000 tested, 0.56% active. inhibition, % at 12.2 µM;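 active = inhibition above mean plus 3 SD of compounds lying within the high and low control bounds, cut at about 19% in these data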;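 also: 0% = median of test compound wells and 100% = no enzyme DMSO wells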
Target sequence (Q9NZ20 whole entry, looked up): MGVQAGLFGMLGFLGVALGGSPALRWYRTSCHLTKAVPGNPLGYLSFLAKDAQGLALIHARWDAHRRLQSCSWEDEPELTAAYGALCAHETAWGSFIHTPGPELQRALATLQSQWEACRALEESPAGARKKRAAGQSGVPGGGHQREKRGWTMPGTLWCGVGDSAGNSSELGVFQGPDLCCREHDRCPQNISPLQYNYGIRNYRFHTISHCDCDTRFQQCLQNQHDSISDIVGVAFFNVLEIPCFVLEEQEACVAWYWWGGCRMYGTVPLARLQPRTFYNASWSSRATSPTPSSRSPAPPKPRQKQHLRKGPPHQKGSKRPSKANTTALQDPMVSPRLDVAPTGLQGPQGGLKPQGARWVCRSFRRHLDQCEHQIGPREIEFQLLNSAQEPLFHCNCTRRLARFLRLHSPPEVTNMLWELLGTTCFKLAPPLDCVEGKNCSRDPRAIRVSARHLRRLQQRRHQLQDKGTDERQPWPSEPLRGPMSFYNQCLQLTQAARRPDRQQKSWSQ
ADAM17 inh – inhibitors of human ADAM17. P78536. recombinant ADAM17, EDANS/DABCYL FRET peptide cleavage. inhibition, % at 6.95 µM. 370,000 tested, 0.83% active. AID 720648;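 active = inhibition above the mean of compounds lying between control limits plus 3 SD, set per campaign, cut at about 8.5% in these data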;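 also: 0% = DMSO-only wells as the low control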
PLCg1 inh – blocks human PLC-gamma1 enzyme activity; 370,000 tested, 0.84% active; P19174; inhibition, % at 12.2 µM; purified PLC-gamma1, fluorogenic substrate, fluorescence; in the data active = inhibition above about 9.5%
DAX1 inh-2 – NR0B1 (DAX1) inhibition | AID 504766 | HEK293 Gal4-DAX1 luciferase reporter, luminescence | inhibition, % at 6.75 µM | 340,000 tested, 0.99% active;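 active = inhibition above the mean over all tested compounds plus 3 SD, cut at about 4.2% in these data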;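 also: 0% = DAX1-transfected cells with DMSO and 100% = empty-vector control cells with DMSO; inhibition shows as a rise in luminescence from relieved DAX1 repression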
Target sequence (P51843 207-470 limits assumed): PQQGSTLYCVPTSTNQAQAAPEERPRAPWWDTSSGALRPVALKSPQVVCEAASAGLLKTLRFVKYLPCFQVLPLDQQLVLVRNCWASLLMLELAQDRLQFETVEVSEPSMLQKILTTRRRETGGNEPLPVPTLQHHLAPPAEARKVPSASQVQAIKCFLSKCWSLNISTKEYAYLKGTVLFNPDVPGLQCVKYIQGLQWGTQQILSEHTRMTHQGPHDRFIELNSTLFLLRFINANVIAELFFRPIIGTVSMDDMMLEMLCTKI
GAA850 FXN act – increases GAA850 frataxin promoter reporter activity; 360,000 tested, 0.56% active; HEK293 lucGAA850 FXN promoter luciferase reporter, 24 h; percent of 10 µM SAHA response; activation, % at 6 µM; AID 540364;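 active = activation above the average of all compounds screened plus 3 SD, cutoff fixed separately per campaign, cut at about 7.5% in these data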;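 also: 0% = DMSO wells and 100% = 10 µM SAHA wells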
Starred values were filed as active, the others as inactive; . = no result given.

Second line of a record – DAX1 inh-1	hcDAF12 agonist	PLCb3 inh	ssDAF12 agonist	hgDAF12 agonist	ADAM10 inh	HGIII-sPLA2 inh	ADAM17 inh	PLCg1 inh	DAX1 inh-2	GAA850 FXN act
C[C@@H]1CN([C@H](C)CO)C(=O)CCCn2nncc2CO[C@@H]1CN(C)C(=O)c1ccccc1
 : 0.8	0.0	1.1	0.5	0.1	-16.3	20.7*	0.7	-0.2	0.1	1.8
CCCC(=N)C1=C(O)CC(CC(C)SCC)CC1=O (centres undefined)
 : -0.3	1.0	3.8	-1.1	0.8	8.7	2.1	2.2	3.2	3.7	2.2
CCOC(=O)C1=C(C)NC(C)=C(C(=O)OCC)C1C(=O)OCC(=O)NCc1ccc(F)cc1
 : -1.8	-1.3	-132.5	-1.2	-1.5	-150.8	-18.3	-38.0	-104.1	-0.2	-2.1
COc1ccc(-n2c(SCC(=O)Nc3ccc(C)cc3)nc(O)c(Cc3ccccc3)c2=O)cc1
 : -0.5	-1.3	-6.9	-0.5	-2.0	-3.1	-6.1	-1.5	0.2	0.8	-1.4
COCCCNC(=S)Nc1ccc(S(=O)(=O)Nc2cc(OC)nc(OC)n2)cc1
 : 0.2	4.4	2.2	-0.4	1.0	7.0	-2.3	-4.0	7.6	-0.5	3.3
CCc1cc2c(=O)oc(-c3ccccc3F)nc2s1
 : -0.2	-1.2	-195.6	-1.1	1.7	1.8	-0.5	-2.8	-163.6	1.8	1.3
Cc1ccc(C(=O)OC2CCN(c3ccc([N+](=O)[O-])cc3)CC2)cc1
 : -0.2	-0.4	-0.6	-1.4	-0.7	10.3	-1.2	1.7	2.1	-0.5	-0.4
CC(=O)Nc1ccc(S(=O)(=O)Nc2cc3c(cc2C(C)=O)OCO3)cc1
 : -0.3	-2.2	-10.4	-1.0	0.0	-2.1	-0.7	0.5	-3.3	0.5	-0.8
COc1ccc(Cl)cc1C(=O)Nc1ccccc1N1CCCCC1
 : -0.4	-1.2	-22.0	-1.0	0.1	3.1	-0.3	-3.6	-9.9	-1.0	-0.3
Cc1c(Cl)cccc1NC(=O)CC1SCCNC1=O (centres undefined)
 : -0.1	0.0	-2.6	-1.8	0.7	-0.3	0.1	-2.3	-3.2	1.1	4.0
Cc1ccc(S(=O)(=O)N2CCN(C(=O)COC(=O)c3ccccc3OC(F)F)CC2)c(C)c1
 : -1.4	0.1	-4.9	-0.8	-2.6	-1.9	-10.9	-4.5	2.3	-0.5	-1.6
O=C(Nc1ccc(N2CCOCC2)cc1)c1cccc(S(=O)(=O)N2CCCCC2)c1
 : -0.5	-1.2	4.2	-0.7	0.2	3.3	-1.1	-0.4	2.6	-1.1	-1.8
Cc1ccc(NC(=O)N2CCCC2C(=O)NCCc2ccccc2)cc1 (centres undefined)
 : 0.1	-0.7	-1.4	-0.8	2.8	-1.3	-0.9	-5.7	0.4	3.4	-1.3
COC(=O)c1cnn2c(C)c(Cc3cccc(F)c3)c(C)nc12
 : 0.6	-1.8	-126.2	-1.9	-0.7	-363.5	12.1	-86.8	-100.0	1.0	-0.9
CCCCN(C(=O)c1ccc2c(c1)OCO2)C1CCS(=O)(=O)C1 (centres undefined)
 : 1.6	0.3	-7.0	-0.8	-1.5	-20.7	14.9	-1.9	1.8	1.9	-0.7
c1ccc(-c2ncc(CN3CCN(c4ccccn4)CC3)[nH]2)cc1
 : -0.6	-0.8	0.8	-0.1	1.1	5.0	-2.2	0.1	3.4	1.2	-0.3
Cc1cc(OC(C)C(=O)NC2CC(C)(C)NC(C)(C)C2)c2c(C)cc(=O)oc2c1 (centres undefined)
 : 0.1	-0.4	-280.9	-1.2	0.8	-412.4	2.9	-143.8	-185.1	0.1	-0.6
Nc1sc(Cc2ccccc2)cc1C(=O)NC1CCCCC1
 : 0.1	-0.1	-15.6	-1.2	0.7	-21.9	11.3	-2.9	-10.0	.	.
CC(CNC(=O)c1ccccc1Cl)c1ccccc1 (centres undefined)
 : 0.1	0.8	-7.2	-0.2	6.2	-0.7	2.0	-0.7	0.4	2.3	2.6
CCN(C(=O)COC(=O)CNC(=O)c1ccc(C)c(C)c1)C1CCS(=O)(=O)C1 (centres undefined)
 : -1.0	0.1	2.0	-1.2	5.1	-3.9	-1.6	-0.8	-1.2	0.4	-2.0
CCCCC1(C)OC(=O)C(=Cc2ccc(N(C)C)cc2)C(=O)O1 (centres undefined)
 : 0.3	0.5	1.4	-1.4	-0.9	3.1	10.4	-3.1	3.9	1.0	2.7
Cn1cnnc1SCCNS(=O)(=O)c1cccc([N+](=O)[O-])c1
 : 1.1	-1.2	-7.5	-0.7	-1.8	0.6	8.0	-5.1	1.8	0.3	-0.6
COc1ccc(C2c3[nH]c4ccccc4c3C[C@H]3C(=O)N(C)CC(=O)N23)cc1OC (some centres undefined)
 : 0.4	0.3	-9.1	-0.5	0.6	-6.1	2.2	-7.7	-2.4	3.0	-0.7
COCCn1c(C)cc(C(=O)COC(=O)c2ccc(S(=O)(=O)N(C)C)cc2)c1C
 : 0.7	2.1	5.9	-0.9	-1.3	-7.6	-2.4	2.0	0.6	1.8	-0.1
C/[N+]([O-])=C\c1cccc(OCCN2CCN(c3ncc(C(F)(F)F)cc3Cl)CC2)c1
 : -1.2	-2.1	-7.1	-1.2	-2.7	0.7	5.2	-4.8	0.4	-2.8	0.2
O=C(NC1CCN(Cc2ccccc2)CC1)c1ccc(CS(=O)c2ccccc2Cl)o1 (centres undefined)
 : 0.1	-1.1	-0.8	-1.5	0.9	-7.5	-6.0	-3.0	0.7	-1.6	-1.4
CCCCc1nc2sc3c(SCCN(C)C)ncnc3c2c2c1CCC2
 : 0.4	-0.7	-7.5	-0.4	2.1	-5.3	-7.4	-3.1	0.7	1.1	2.4
CCOc1ccc(NC(=O)NC2CCCCCCC2)cc1
 : 9.8*	5.2	-10.9	0.3	12.5*	-10.0	2.0	1.5	-1.3	3.3	4.4
CCC(=O)Nc1cccc(NC(=S)NC(=O)c2ccc(Cl)cc2Cl)c1
 : 1.1	0.0	-1.9	-0.5	8.0	10.8	21.0*	-0.9	0.3	-0.8	4.9
COC(=O)CCCCC(=O)C1C(=O)CC(C)(C)C(C(=O)OC)C1=O (centres undefined)
 : -0.5	-0.5	-1.0	-1.1	0.4	13.9	5.6	-1.2	-1.2	1.1	2.4

DAX1 inh-1, what is marked active above
canonical_smiles	DAX1 inh-1	hcDAF12 agonist	PLCb3 inh	ssDAF12 agonist	ADAM10 inh	HGIII-sPLA2 inh	ADAM17 inh	PLCg1 inh	DAX1 inh-2
CCOc1ccc(NC(=O)NC2CCCCCCC2)cc1	9.8*	5.2	-10.9	0.3	-10.0	2.0	1.5	-1.3	3.3

(list continues)
Second line of a record – DAX1 inh-1	hcDAF12 agonist	PLCb3 inh	ssDAF12 agonist	hgDAF12 agonist	ADAM10 inh	HGIII-sPLA2 inh	ADAM17 inh	PLCg1 inh	DAX1 inh-2	GAA850 FXN act
CCOc1cc(/C=N/NC(N)=O)cc(Br)c1OCC(=O)Nc1ccccc1C
 : -1.0	-3.8	3.1	-1.8	-5.9	12.6	-10.7	0.6	1.2	-2.1	2.2
O=c1/c(=C/c2ccc(CNS(=O)(=O)c3ccccc3)o2)sc2n1CCN=2
 : -0.3	-1.3	-17.6	-1.2	1.0	-1.8	-14.2	-5.1	-8.4	-0.1	-0.8
CN(C)C(=O)N1CCN(C(=O)c2ccccc2Sc2ccccc2C#N)CC1
 : -0.1	-1.5	3.3	-1.1	1.7	-0.1	0.8	-1.1	2.8	0.3	1.1
OCCC#Cc1ccc(CN2CCN(Cc3ccsc3)C(CCO)C2)cc1 (centres undefined)
 : 0.7	0.1	2.0	-0.8	5.4	3.3	3.2	0.1	-0.1	2.0	-0.1
CC(C)(C)N1C(=O)c2ccc(C(=O)Nc3ccc(C(=O)O)cc3)cc2C1=O
 : 0.8	0.3	-4.6	-1.1	0.0	-4.0	-2.3	-2.8	0.5	-1.8	1.3
CC(=O)Nc1ccc(NC(=O)Nc2ccc(C)cc2C)cc1
 : 0.4	-2.1	-0.5	-1.2	-2.0	-5.0	5.6	-3.0	0.5	0.6	-1.5
Cc1ccc(Cn2cc(CN(C(C)(C)C)S(=O)(=O)c3ccccc3Br)nn2)cc1
 : -0.6	1.5	0.0	-0.9	4.9	9.8	-9.5	4.7	1.8	.	.
CCOC(=O)Cn1c2ccc(OC)cc2c2nc3ccccc3nc21
 : -0.2	0.5	0.7	-0.8	1.2	4.3	0.8	-2.5	-3.4	-0.3	0.1
COc1cc(OC)nc(Nc2nc(C(N)c3ccccc3)cs2)n1 (centres undefined)
 : 0.7	-1.7	2.6	-1.7	-2.2	-2.4	0.0	-2.5	1.3	.	-3.1
COc1cccc(OC)c1C(=O)OCC(=O)N1CC(C)CC(C)C1 (centres undefined)
 : -0.4	-0.6	-3.8	-1.3	-0.6	-3.1	-2.1	-2.1	2.0	0.3	-2.6
COCCSc1ccccc1C(=O)Nc1ccc([N+](=O)[O-])cc1OC
 : -1.9	-1.3	-2.2	-2.1	0.5	-0.6	3.7	-3.1	-2.5	-0.3	-0.4
S=C(Nc1ccccc1Cl)NC1CCC(NC(=S)Nc2ccccc2Cl)CC1 (centres undefined)
 : -0.5	-1.9	2.9	-0.4	-0.7	2.0	3.0	3.0	1.8	-0.7	0.3
O=C(Cc1ccc(Cl)cc1)Nc1ccccc1N1CCN(C(=O)c2ccccc2)CC1
 : -0.4	-3.2	-4.2	-1.8	-0.2	5.8	-2.8	-1.4	0.8	-1.0	-6.6
CC(C)CN(C(=O)CCNC(=O)c1ccc(Cl)cc1)c1c(N)n(CC(C)C)c(=O)[nH]c1=O
 : 0.5	0.6	-7.9	-1.8	3.1	-13.9	4.6	-2.8	-4.0	0.7	-1.4
COc1ccc(NC(=O)CSc2nccn2Cc2ccccc2)cc1
 : 2.7	2.5	-7.8	-0.6	3.8	3.5	1.7	0.3	-1.6	0.9	-0.5
